From PubChem BioAssay
12-LOX inh: inhibitors of human 12S-lipoxygenase ALOX12; hit rate 1.1% among 580,000; purified 12hLO, xylenol orange hydroperoxide absorbance; P18054; Potency, µM (doses to about 108 µM), for inactives: at the highest dose activity change, negative = inhibition, hits mostly inhibitors; active = well fitted inhibition curve with a large enough effect; inconclusive = small, poorly fitted or top-dose-only effect, or another doubt; inactive = no such curve, though single readings can be large or run the other way; also: potency is read from the fitted curve at half-maximal effect
Target sequence (P18054 whole entry, looked up): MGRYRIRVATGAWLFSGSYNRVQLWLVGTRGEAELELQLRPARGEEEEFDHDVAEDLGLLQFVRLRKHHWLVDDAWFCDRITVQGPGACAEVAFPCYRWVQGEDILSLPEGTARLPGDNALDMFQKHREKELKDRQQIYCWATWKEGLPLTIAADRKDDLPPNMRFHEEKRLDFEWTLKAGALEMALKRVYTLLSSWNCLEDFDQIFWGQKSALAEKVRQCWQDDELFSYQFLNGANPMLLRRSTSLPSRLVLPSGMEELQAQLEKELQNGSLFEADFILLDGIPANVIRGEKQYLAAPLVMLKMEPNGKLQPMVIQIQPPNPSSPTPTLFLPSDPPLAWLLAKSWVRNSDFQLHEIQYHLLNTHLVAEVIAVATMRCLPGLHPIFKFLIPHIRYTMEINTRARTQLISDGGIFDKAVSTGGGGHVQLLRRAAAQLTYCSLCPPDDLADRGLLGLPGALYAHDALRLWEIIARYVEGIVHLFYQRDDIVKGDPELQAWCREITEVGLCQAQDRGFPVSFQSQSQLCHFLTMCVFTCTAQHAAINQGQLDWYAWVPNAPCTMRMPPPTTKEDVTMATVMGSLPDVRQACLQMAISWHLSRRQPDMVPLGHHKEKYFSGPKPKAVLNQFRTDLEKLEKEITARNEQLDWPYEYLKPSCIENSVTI
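Purified human 12hLO at 150 nM in 25 mM Hepes, 0.01% Triton X-100, pH 7.0, preincubated 15 min at room temperature with compound. Reaction started with 40 uM arachidonic acid, 30 min at room temperature. Hydroperoxide measured by Fe-xylenol orange, 573/405 nm absorbance ratio.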
LDHA block: LDHA (human) enzyme inhibition; P00338; purified LDHA, NADH/diaphorase-resazurin fluorescence; stronger effect = lower value; activity change, % (values are at about 110 or 230 µM); hit rate 0.15% among 480,000; in the data active = activity change below about -30%; inconclusive = mostly about -25% to -30%;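 also: plate controls were DMSO wells for no effect and wells without enzyme for full effect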
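Human LDH5 (2 nM) was incubated with 0.06 mM NADH and 0.2 mM pyruvate for 5 min at room temperature in Tris pH 7.4. Remaining NADH was coupled through diaphorase/resazurin, and resorufin fluorescence was read at 0 and 20 min.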
The depositor's hits bear a star; ? = inconclusive; [ ] = remark or other dose. Unless noted, % is scaled to controls: 0 for no effect and ±100 for the full control effect.

12-LOX inh	LDHA block	molecule
-18.2%	0.7	N#Cc1nc(-c2ccco2)oc1N1CCN(CC(=O)N2CCOCC2)CC1
10.0%	-1.7	O=C(CCc1ncc(-c2ccccc2)o1)Nc1ccc(OCC(F)(F)F)cc1
-3.6%	2.4	Cc1ccc(C(CNC(=O)c2cc(=O)c3ccc(Br)cc3o2)N2CCCCC2)o1 (stereo unspecified)
?	-5.7	Fc1cccc(Cl)c1/C=N/Nc1c(Cl)cc(Cl)cc1Cl
4.8%	-9.7	O=c1[nH]c(N2CCN(c3ccccc3F)CC2)nc2c1CCC2
-3.6%	2.6	CC1=C(C(=O)Nc2ccccc2)C(c2ccc(C)cc2)n2ncc(C(=O)Nc3ccccc3)c2N1 (stereo unspecified)
12.1%	2.1	CC(=O)N1CCN(c2ccccc2NC(=O)C2(c3ccc(Br)cc3)CCCC2)CC1
?	0.0	O=C(COc1ccccc1C(=O)Nc1ccccc1)NC1CCCC1
-5.3%	-4.7	CCC1CCCCN1Cc1nc2c(c(=O)n(C)c(=O)n2C)n1CCN1CCOCC1 (stereo unspecified)
-20.1%	2.7	O=C(Nc1ccc(Cl)cc1C(F)(F)F)c1cccc(F)c1
?	0.9	Cc1ccc2c(CN(C)Cc3cccs3)cc(=O)oc2c1C
7.3%	-5.6	N#CC1(NC(=O)COc2ccccc2C(F)(F)F)CCCCC1
?	8.7	CCn1c(C)cc(-c2csc(NCc3ccccc3OC)n2)c1C
4.9%	?	CN(C)c1ccc(NC(=O)c2ccc[n+]([O-])c2)cn1
-17.8%	4.2	Cc1ccc(S(=O)(=O)NCCO)c2ccccc12
35.5µM*	3.5	Cc1oc2cc(OCCN3CCN(CCO)CC3)ccc2c(=O)c1-c1ccc(Br)cc1
12.9%	0.1	COc1ccccc1C(=O)Nc1cc(C)ccc1OCc1cc(=O)n2oc(C)cc2n1
-40.9%	-4.5	CC(C)Cn1c(C2CC(=O)N(c3cccc(C(F)(F)F)c3)C2)nc2ccccc21 (stereo unspecified)
9.5%	1.3	C(#Cc1cc(-c2ccccc2)nc(-c2ccccc2)c1)c1ccccc1
1.7%	-3.0	Cc1cccc(OCCC(=O)NC23CC4CC(CC(C4)C2)C3)c1
3.6%	0.9	Cc1[nH]c(C(=O)NOCc2ccccc2)c(C)c1C(=O)OC(C)C
8.5%	0.9	COC(=O)C1CCCCN1S(=O)(=O)c1cc(Cl)ccc1Cl (stereo unspecified)
17.9%	5.3	N#Cc1cc2c(nc1SCCS(=O)(=O)c1nc3ccccc3s1)CCCC2
-28.8%	2.3	O=C1NC[C@H](CCCCN2C[C@H](Cc3ccc(O)cc3)N(CCc3ccccc3)C(=O)C2=O)N(CC2CCCCC2)C1=O
-11.0%	-1.3	Cc1ccsc1/C=C1\Oc2cc(OC(=O)c3cccs3)ccc2C1=O
5.4%	?	CC(Sc1nnc2c(Cl)cc(C(F)(F)F)cn12)c1ccccc1 (stereo unspecified)
?	13.6	NC(c1ccc(F)cc1)c1ccccc1I (stereo unspecified)
2.8%	4.6	CCOc1ccc(-c2nc(CSCC(=O)NCC(OC)OC)c(C)o2)cc1
15.3%	4.2	Cc1cc(C)cc(CC(CC(=O)O)C(=O)Nc2cccc(C(F)(F)F)c2)c1 (stereo unspecified)
6.0%	13.5	Cc1nnc2ccc(SCC(=O)Nc3ccccc3)nn12
-12.6%	-3.3	CN(C)C(=O)c1ccc(Br)s1
?	1.8	CCCNc1nc2ccccc2nc1C(=O)Nc1cc(OC)ccc1OC
26.8%	4.2	CNC(=O)CN(C)c1nc(C(F)(F)F)nc2ccccc12
-3.6%	1.0	Cc1ccc(CC(=O)NC2CCCCC2C)cc1 (stereo unspecified)
-34.1%	3.6	CC1=C(c2ccc(C)c(C)c2)S(=O)(=O)N(CC(=O)NCc2ccccc2)C1=O
11.8%	3.9	C[C@H](NS(=O)(=O)/C=C/c1ccccc1)C(=O)OCC(=O)c1c[nH]c2ccccc12

Molecules shown so far containing fluorine:
12-LOX inh	LDHA block	molecule
10.0%	-1.7	O=C(CCc1ncc(-c2ccccc2)o1)Nc1ccc(OCC(F)(F)F)cc1
?	-5.7	Fc1cccc(Cl)c1/C=N/Nc1c(Cl)cc(Cl)cc1Cl
4.8%	-9.7	O=c1[nH]c(N2CCN(c3ccccc3F)CC2)nc2c1CCC2
-20.1%	2.7	O=C(Nc1ccc(Cl)cc1C(F)(F)F)c1cccc(F)c1
7.3%	-5.6	N#CC1(NC(=O)COc2ccccc2C(F)(F)F)CCCCC1
-40.9%	-4.5	CC(C)Cn1c(C2CC(=O)N(c3cccc(C(F)(F)F)c3)C2)nc2ccccc21 (stereo unspecified)
5.4%	?	CC(Sc1nnc2c(Cl)cc(C(F)(F)F)cn12)c1ccccc1 (stereo unspecified)
?	13.6	NC(c1ccc(F)cc1)c1ccccc1I (stereo unspecified)
15.3%	4.2	Cc1cc(C)cc(CC(CC(=O)O)C(=O)Nc2cccc(C(F)(F)F)c2)c1 (stereo unspecified)
26.8%	4.2	CNC(=O)CN(C)c1nc(C(F)(F)F)nc2ccccc12

Ordered by value in 12-LOX inh (ascending): 3 from the list above
12-LOX inh	LDHA block	molecule
-20.1%	2.7	O=C(Nc1ccc(Cl)cc1C(F)(F)F)c1cccc(F)c1
-12.6%	-3.3	CN(C)C(=O)c1ccc(Br)s1
-3.6%	1.0	Cc1ccc(CC(=O)NC2CCCCC2C)cc1 (stereo unspecified)

Quoted from the listing:
Value of Cc1ccc(CC(=O)NC2CCCCC2C)cc1 (stereo unspecified) under 12-LOX inh: -3.6%
Value of CCCNc1nc2ccccc2nc1C(=O)Nc1cc(OC)ccc1OC under LDHA block: 1.8
Value of NC(c1ccc(F)cc1)c1ccccc1I (stereo unspecified) under LDHA block: 13.6

The results go on:
12-LOX inh	LDHA block	molecule
13.7%	2.0	CSc1ccc(/C=C/C(=O)Nc2cc(F)ccc2F)cc1
-5.5%	-6.2	CCCn1c(=O)c2c(nc(-n3nc(C)c(C)c3C)n2CCOC)n(C)c1=O
13.3%	-8.2	CCOC(=O)c1c(S(=O)(=O)Nc2ccc(OC)c(Cl)c2)c(C)n(C)c1C
-19.1%	-1.5	Cc1ccc(CNC(=O)c2cnn(C)c2-n2cccc2)s1
?	9.5	CC(C)Oc1ccc(C(=O)N2CCN(c3nc4sc5c(c4c(=O)n3C)CCCC5)CC2)cc1
6.3%	?	CCOC(=O)c1c(NC(=O)c2cc3ccccc3oc2=O)sc(C)c1CC
?	10.1	O=C(Nc1cc(-c2ccc(Br)cc2)no1)c1ccco1
-29.3%	0.1	CC(C)c1noc(CSc2nc(-c3ccco3)nc3ccccc23)n1
19.6%	-0.2	Cc1cc2ccccc2n1CC(=O)NCc1ccc(C(N)=O)cc1
-15.2%	-5.0	Cc1nn(CC(=O)Nc2ccc3c(c2)nc(CCNC(=O)C2CCCC2)n3C)c(=O)c2ccccc12
-0.9%	2.3	COc1ccc(CCC2CCN(C(=O)C3CCN(S(=O)(=O)c4ccc(C)cc4C)CC3)CC2)cc1
4.7%	-3.9	O=Cc1c(-c2ccc(F)cc2)[nH]c2ccccc12
3.0%	-0.9	COC(=O)[C@@]12C[C@@H](CC(=O)N3CCN(C(=O)C4CC4)CC3)C(=O)N(Cc3ccc4c(c3)OCO4)C1=CCC(C)(C)C2
4.1%	-14.9	O=C(c1ccccc1)C1CCN(C(=O)c2ccc(C(F)(F)F)nc2)CC1
-4.6%	4.6	N#C/C(=C\c1ccc(-c2cccc(C(F)(F)F)c2)o1)c1ccccc1
34.3%[activator]	6.1	COc1ccc2cc(/C=C/C(=O)c3cccs3)ccc2c1
?	-3.1	CCOC(=O)[C@]12CCC=C1N(Cc1ccccc1)C(=O)[C@H](CC(=O)NCC1CCCCC1)C2
?	4.4	CC(Oc1ccc(Cl)cc1Cl)C(=O)Nc1ccc2oc(=O)ccc2c1 (stereo unspecified)
?	11.3	N#Cc1ccc(/C=N/Nc2c(Cl)cc(Cl)cc2Cl)cc1
?	-4.2	Cc1cccc(CSCC(=O)N(C)C)c1
-17.5%	-0.6	COc1ccc(C2c3ccc(O)cc3Oc3ncn4nc(COc5ccc(C)cc5)nc4c32)cc1OC (stereo unspecified)
?	-2.7	OCCCSc1nnc(-c2c[nH]c3ccccc23)n1C1CC1
?	4.1	CC(=O)c1cc(Cl)c(C)cc1O
1.6%	1.7	CC(=O)c1cnn(-c2cc(Nc3ccc(F)cc3)ncn2)c1C
9.3%	-22.9	CCC(=O)N1c2ccccc2NC2=C(C(=O)CC(C)(C)C2)C1c1cc(OC)ccc1OC (stereo unspecified)
-32.5%	1.0	O=C(CCc1cccnc1)NCc1cccc(C(F)(F)F)c1
?	-0.4	N#C/C(=C\c1cn(CC(=O)NCc2ccco2)c2ccccc12)C(=O)NCc1ccco1
-36.0%	12.2	COc1cc(OC)cc(C2=Cc3ccc(OC)cc3C(CC(C)=O)N2c2ccc(-c3cccs3)cc2)c1 (stereo unspecified)
?	-1.0	O=C(Nc1ccc(F)cc1)C(Sc1cccc[n+]1[O-])c1ccccc1 (stereo unspecified)
-9.4%	-2.4	FC(F)(F)c1cccc(N2NC3(CCCCC3)NC2=S)c1
47.0%[activator]	11.1	COc1ccc(NC(=O)c2ncoc2-c2cccc(OC)c2)cc1
3.0%	7.6	COc1ccc(Cl)cc1NC(=O)CCc1ncc(-c2ccc(F)cc2)o1
14.9%	-2.5	Clc1ccc(CN2CCN(Cc3nnsc3Cl)CC2)cc1
?	4.1	O=C(O)CSCc1ccccn1
?	-8.3	Cc1nc(NC(C)C)sc1C(=O)NCc1ccncc1
?	-0.2	N#Cc1nc(-c2ccco2)oc1N1CCN(CC(=O)N2CCNC2=O)CC1
3.3%	3.8	Cc1ncc(-c2ccc(C)c(S(=O)(=O)Nc3cccc(C)c3C)c2)o1
2.5%	7.2	COc1ccc(-c2nc(CN3CCN(C(=O)NCCc4ccccc4)CC3)c(C)o2)cc1
52.3%[activator]	-18.1	COc1cccc(OC/C(=N\O)c2ccc(OCC(N)=O)cc2O)c1
-17.6%	-0.2	Cc1ccc(CN2C(=O)c3ccccc3C2c2nnnn2-c2ccc3c(c2)OCCO3)cc1 (stereo unspecified)
-21.0%	-2.2	CCOC(=O)[C@]12CCC=C1N(Cc1cccc3ccccc13)C(=O)[C@H](CC(=O)N1CCC(c3ccccc3)CC1)C2
?	-1.8	COc1ccc(NC(C)=O)cc1NC(=O)c1cc(-c2ccco2)nc2ccccc12
?	3.2	COc1ccc(N2C(=O)c3cc4oc(C)cc4n3CC2(C)C(=O)NC2CCCCCC2)cc1OC (stereo unspecified)
2.8%	12.2	CCN(CC)C(=O)COc1ccc(-c2noc(-c3ccccc3)n2)cc1OC
4.5%	7.7	CCN(CC)C(=O)Oc1ccc2c(=O)c(-c3ccc(OC)cc3)c(C(F)(F)F)oc2c1
?	22.4	CCOc1cc(C2C(C#N)=C(N)Oc3cc4c(cc32)OCO4)c(Br)cc1OC (stereo unspecified)
-5.3%	-10.7	O=C1N2CCCCC1(c1ccccc1)CCCC2
-17.7%	5.5	COc1ccccc1Cc1c(C2CCCCC2)nc2c3ccccc3ccn12
-0.6%	-6.6	COc1ccc(-c2cc(=O)n3[nH]c(C)c(-c4ccccc4)c3n2)cc1OC
?	19.6	Cc1ccc(S(=O)(=O)Nc2ccc3oc(C)nc3c2)cc1
?	5.3	Cc1ccc2c(=O)cc(C(=O)Nc3ccc(S(N)(=O)=O)cc3)oc2c1C
?	0.3	S=C(NC1CCCCC1)NC1CCSc2ccccc21 (stereo unspecified)
16.5%	9.4	COc1cc(C)ccc1OC(=O)C(C)Oc1ccc(Br)cc1 (stereo unspecified)
-26.1%	0.4	Cc1ccccc1C1CCCN1C(=O)c1cc(-c2cccs2)on1 (stereo unspecified)
-50.9%	-6.4	Cc1c(C)n(CCN2CCOCC2)c2ncn3nc(-c4ccccc4Br)nc3c12
?	10.7	COc1ccc(NC(=O)c2ccc(NC(=O)c3ccc4ccccc4n3)cc2)cc1
?	-4.8	COc1cc(C)c(COc2ccc(C#N)cc2)cc1OC
12.0%	2.4	CCn1c(CN2CCN(c3ccccc3)CC2)nc2c1c(=O)n(C)c(=O)n2C
15.6%	7.5	Clc1snnc1CN1CCN(Cc2ccccc2)CC1
?	-2.8	Oc1ccc(-c2nc(-c3ccc(Br)s3)cs2)cc1

(more compounds)
12-LOX inh	LDHA block	molecule
-0.3%	7.4	CC(=O)c1ccc(OCc2c(F)cccc2Cl)cc1
-43.6%	-6.7	O=C(CCc1ncc(-c2ccc(F)cc2)o1)NCc1ccc(Cl)cc1
?	1.2	Cc1ccc2c(c1)C(O)(CC(=O)c1ccccn1)C(=O)N2 (stereo unspecified)
?	3.8	CC(C)C(C)NC(=O)COc1ncnc2ccc(Br)cc12 (stereo unspecified)
?	-2.2	CC(=O)c1cn(CC(=O)NC2CCCCCCC2)c2ccccc12
?	-0.9	NC(=O)C1CCN(C(=O)Cn2ccc3c(Br)cccc32)CC1
5.1%	-1.3	CN(CC(=O)Nc1ccccc1C(F)(F)F)C(=O)Cc1ccc2c(c1)CCCC2
-18.3%	-3.9	COCCn1c(SCC(=O)c2ccc(OC)c(OC)c2)nnc1-c1ccc(Cl)cc1
45.2%[activator]	6.2	CCOC(=O)c1cc(-c2ccc(S(=O)(=O)Nc3ccccc3CC)s2)on1
?	-5.8	O=C(O)c1cc2c(c(S(=O)(=O)Nc3cccc(Cl)c3F)c1)CCC2
?	2.7	CC(C)N1CCC(NC(=O)CC23CC4CC(CC(C4)C2)C3)CC1

The list is partial. The share of hits here may be higher or lower than overall.
